FAS-TE inh: FAS thioesterase domain inhibitors, primary screen, biochemical, fluorescence intensity, uHTS | inhibition, % at 15 µM | Fatty acid synthase (Homo sapiens), P49327 | recombinant FAS-TE, OMFH fluorogenic substrate, fluorescence endpoint | actives 0.67% (n = 360,000);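 active = compounds whose normalised, plate-corrected inhibition of enzyme fluorescence in the single-dose primary screen is 50% or more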;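 note: 0% = DMSO with enzyme and 100% = substrate without enzyme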
MsrA inhibitor: bovine MsrA enzyme inhibitors, primary screen, biochemical, absorbance, HTS. inhibition, % at 15.5 µM. Methionine sulfoxide reductase A (Bos taurus). purified bovine MsrA, absorbance read-out. AID 651718, 2012. actives 0.75% (n = 360,000); in the data active = inhibition above about 4.5%;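 note: 0% = vehicle wells with enzyme and 100% = reference inhibitor wells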
Tb MetRS inh: T. brucei MetRS inhibitors, primary screen, biochemical, luminescence. purified T. brucei MetRS, ATP depletion, Kinase-Glo luminescence. methionyl-tRNA synthetase (Trypanosoma brucei brucei). inhibition, % at 11.9 µM. actives 0.4% (n = 360,000);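 active = inhibition above a per-plate cutoff of the control wells' mean inhibition plus 3 SD, cut at about 5.5% in these data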;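 note: 0% = DMSO wells median and 100% = median of wells with control inhibitor compound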
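Material: parasite MetRS enzyme / Replication: singlicate, one well per compound / Signal: luminescence of leftover ATP / Schedule: 2 h aminoacylation at 25 °C after 15 min preincubation / Medium: HEPES-MgCl2-KCl buffer plus DTT, spermine, BSA, pyrophosphatase / Doses: 11.9 µM single point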
CSN inh: inhibitors of CSN-mediated cullin deneddylation, primary screen, biochemical, fluorescence polarization, uHTS | inhibition, % at 12.5 µM | actives 0.38% (n = 360,000) | COP9 signalosome complex subunit 5 (Homo sapiens), Q92905 | AID 651999, 2013 | Purified CSN, SCF-Nedd8-OG deneddylation;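 active = pattern-corrected inhibition above about 35%, with an unprinted fluorescence ratio check between 0.5 and 1.5, limit read from the data, passing the limit was not always enough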;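 note: 0% = enzyme with substrate and 100% = substrate without enzyme; some results filed as inactive read as strong as hits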
Target sequence (Q92905 whole entry, looked up, one chain of several): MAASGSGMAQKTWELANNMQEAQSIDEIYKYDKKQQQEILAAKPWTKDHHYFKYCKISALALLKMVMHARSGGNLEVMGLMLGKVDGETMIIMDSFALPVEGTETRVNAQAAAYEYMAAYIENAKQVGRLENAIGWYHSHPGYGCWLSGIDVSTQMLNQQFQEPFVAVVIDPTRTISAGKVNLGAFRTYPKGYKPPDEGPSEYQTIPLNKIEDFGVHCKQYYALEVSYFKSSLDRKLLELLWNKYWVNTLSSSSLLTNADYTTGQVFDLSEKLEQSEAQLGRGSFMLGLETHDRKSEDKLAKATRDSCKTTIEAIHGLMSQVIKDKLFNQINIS
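Schedule: reaction 90 min, room temperature / Assay system: HEK293T-derived human Csn5 enzyme / Input: Csn5 at 0.24 nM final / Measure: inhibition of Csn5 cleavage, % / Control set: substrate-only high control, full reaction low control / Technique: fluorescence polarization of the substrate / Buffer or medium: Tris/NaCl/DTT buffer, pH 7.5 / Reagent: SCFSkp2-Nedd8OG substrate at 10 nM final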
Rin1-Abl PPI inh: inhibitors of Rin1-Abl protein binding, primary screen, biochemical, TR-FRET; actives 0.4% (n = 360,000); inhibition, % at 7.35 µM; Tyrosine-protein kinase ABL1 (Homo sapiens) + Ras and Rab interactor 1 (Homo sapiens), …; in the data active = inhibition above about 5%, passing the limit was not always enough
eLon inh: inhibitors of E. coli Lon protease, primary screen, biochemical, fluorescence polarization; P0A9M0; purified E. coli Lon protease; inhibition, % at 7.94 µM; actives 0.42% (n = 360,000); in the data active = inhibition above about 13%, passing the limit was not always enough;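 note: 0% = enzyme with probe and DMSO and 100% = no enzyme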
MsrA act: bovine MsrA enzyme activators, primary screen, biochemical, absorbance, HTS | Methionine sulfoxide reductase A (Bos taurus) | purified bovine MsrA, absorbance read-out | activation, % at 10.6 µM | actives 0.3% (n = 360,000) | AID 602163, 2012; in the data active = activation above about 7.5%;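 note: 0% = vehicle and 100% = reference activator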
MLLE-PAM2 inh: inhibitors of PABP1 MLLE–PAM2 peptide binding, primary screen, biochemical, fluorescence polarization, FITC-PAM2, GST-MLLE; Polyadenylate-binding protein 1 (Homo sapiens), P11940; inhibition, % at 20 µM; actives 0.36% (n = 360,000); AID 588489, 2011; in the data active = inhibition above about 35%, passing the limit was not always enough;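 note: plate controls were DMSO wells with GST-MLLE for no effect and wells lacking GST-MLLE protein for full effect; some results filed as inactive read as strong as hits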
Neddylation inh: inhibitors of cullin neddylation, primary screen, biochemical, TR-FRET, uHTS, NAE and Ubc12; NEDD8-conjugating enzyme Ubc12 (Homo sapiens) + NEDD8-activating enzyme E1 regulatory …; calls only at 25 µM; actives 0.58% (n = 360,000); AID 651699, 2012; in the data active = inhibition above about 36%
Target sequence (P61081 whole entry, looked up): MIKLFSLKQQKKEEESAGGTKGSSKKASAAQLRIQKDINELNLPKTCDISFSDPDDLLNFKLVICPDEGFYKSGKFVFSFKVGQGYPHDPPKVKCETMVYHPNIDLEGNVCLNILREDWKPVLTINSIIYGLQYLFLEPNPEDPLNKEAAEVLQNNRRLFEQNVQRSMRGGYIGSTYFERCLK
Target sequence (Q13564 whole entry, looked up): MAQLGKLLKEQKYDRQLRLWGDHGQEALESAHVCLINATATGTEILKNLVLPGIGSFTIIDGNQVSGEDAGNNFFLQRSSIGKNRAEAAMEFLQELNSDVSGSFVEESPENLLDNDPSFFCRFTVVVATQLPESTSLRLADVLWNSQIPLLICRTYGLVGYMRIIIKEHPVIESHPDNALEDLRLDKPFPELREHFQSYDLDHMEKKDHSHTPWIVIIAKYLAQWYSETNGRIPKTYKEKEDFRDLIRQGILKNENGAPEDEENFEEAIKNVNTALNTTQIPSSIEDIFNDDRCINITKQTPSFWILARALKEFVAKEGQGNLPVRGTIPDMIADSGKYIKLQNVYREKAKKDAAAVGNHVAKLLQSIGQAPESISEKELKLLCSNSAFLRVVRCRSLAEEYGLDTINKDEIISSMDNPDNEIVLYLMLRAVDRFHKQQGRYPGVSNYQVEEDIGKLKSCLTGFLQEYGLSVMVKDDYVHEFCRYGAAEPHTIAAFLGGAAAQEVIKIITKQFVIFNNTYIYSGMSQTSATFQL
Numbers without * were called inactive; i = inactive; · = no result given; + = active, no number.

The first 2 entries, to show the layout:
SMILES	FAS-TE inh	MsrA inhibitor	Tb MetRS inh	CSN inh	Rin1-Abl PPI inh	eLon inh	MsrA act	MLLE-PAM2 inh	Neddylation inh
Cc1cccc(Nc2nc(-c3sc(C)nc3C)cs2)c1	18.5	-0.2	-0.7	2.5	-0.9	-1.3	-7.2	8.4	i
C/C(NC1CCCC1)=C(/C#N)C(N)=O	-8.0	-0.6	0.5	-0.3	0.5	7.6	-0.9	11.4	i

Results, repeating the preview:
SMILES	FAS-TE inh	MsrA inhibitor	Tb MetRS inh	CSN inh	Rin1-Abl PPI inh	eLon inh	MsrA act	MLLE-PAM2 inh	Neddylation inh
Cc1cccc(Nc2nc(-c3sc(C)nc3C)cs2)c1	18.5	-0.2	-0.7	2.5	-0.9	-1.3	-7.2	8.4	i
C/C(NC1CCCC1)=C(/C#N)C(N)=O	-8.0	-0.6	0.5	-0.3	0.5	7.6	-0.9	11.4	i
O=C(O)/C(=C\c1ccco1)NC(=O)c1ccco1	-5.9	1.5	-0.3	-5.3	-0.3	-7.1	-5.6	-7.8	i
O=c1nc(Nc2ccccc2)sc2ccc([N+](=O)[O-])cc12	0.0	0.6	-0.9	42.6*	-4.3	-5.7	-7.9	-0.1	i
O=C(CN1CCC(n2nnc3cc(F)ccc32)CC1)NC1CCCCC1	0.5	-0.3	-0.6	8.0	-0.3	-2.5	1.6	9.0	i
Cc1c(OCC(=O)NCCCN2CCOCC2)ccc2c1oc(=O)c1ccccc12	-7.1	0.4	-0.4	2.2	3.0	0.5	-7.8	0.1	·
O=C(NCCCN1CCOCC1)C1CCN(S(=O)(=O)c2cccc(C(F)(F)F)c2)CC1	-4.4	-0.9	0.5	-1.1	-3.4	-6.7	-0.5	3.2	i
O=C(N/C(=C/c1cccs1)C(=O)N1CCCC1)c1ccccc1	-6.9	0.9	0.1	-0.3	-0.9	1.4	-2.9	17.9	i
CCc1cc(=O)oc2c(C)c(OCC(=O)N3CC[C@@]4(O)CCCC[C@H]4C3)ccc12	-3.8	1.9	0.7	-3.4	-0.2	3.0	-3.1	-6.5	·
CCOC(=O)c1nnn(-c2ccc(OC)cc2)c1N	-15.3	-0.5	-1.8	7.9	3.6	-2.0	-13.4	7.8	i
Cc1ccccc1-c1cccc(CN2CCN(C)C(CCO)C2)c1 (stereo not drawn)	-7.0	0.5	0.1	3.1	0.6	-2.4	-1.7	17.8	i
Cc1ccc(C)c(OCC(O)CN2CCC(CN3C(=O)c4cccc5cccc(c45)C3=O)CC2)c1 (stereo not drawn)	-16.8	0.0	0.0	-6.4	-4.9	-4.3	-0.6	-7.0	i
O=C(NCc1ccc(F)cc1)c1cc(C2CCCCN2C(=O)c2ccc3c(c2)CCO3)on1 (stereo not drawn)	6.7	1.2	-0.3	-1.8	-4.0	4.7	0.2	7.8	i
CCCCN(Cc1ccccc1)C(=O)C1CCN(Cc2sccc2C)CC1	8.6	-0.1	-0.2	-8.7	0.6	-3.2	-2.8	3.8	i
CC(=O)c1ccc(OCCCC(=O)Nc2cccc(S(=O)(=O)N(C)C)c2)cc1	0.7	-0.7	-0.6	1.3	3.0	-4.5	-11.6	-10.0	i
COC(=O)[C@H]1[C@@H](C)N(Cc2ccccc2)C(=O)N[C@H]1c1ccccc1	-3.4	-0.5	-0.2	-0.2	1.6	-4.9	-3.1	6.5	i
Cc1cc(C)cc(NC(=S)NCCc2c[nH]c3ccccc23)c1	13.2	0.2	-0.2	-1.3	0.1	-6.4	-0.4	-25.3	i
COc1cc(Cl)c(C)cc1NC(=O)c1ccc2c(SCC(=O)O)c3c(nc2c1)CCCC3	15.0	1.0	-0.6	1.9	-2.0	-1.8	-4.7	9.0	i
Clc1cccc(Cl)c1COc1ccncc1	-2.5	-0.1	0.5	2.8	2.3	-9.2	-1.7	-10.3	i
COc1cc(NC(=O)C(=O)Nc2ccc3nc4n(c(=O)c3c2)CCCCC4)cc(OC)c1OC	-7.5	-1.4	0.2	-4.4	-1.9	-13.9	-2.8	15.1	i
Cc1ccc(Cc2c(-c3ccc(C)cc3)nc3ccc(Br)cn23)cc1	8.1	0.1	-1.0	5.6	-15.6	3.7	-1.9	19.6	i
O=C(C1CC1)N1CCc2cc(Br)cc(S(=O)(=O)NCc3ccco3)c21	-1.9	-0.3	-0.4	3.8	1.2	0.9	-7.8	-0.1	i
CC(=O)N/C(=C\c1ccc(Br)s1)C(=O)O	-0.4	·	0.3	-12.1	1.0	-3.0	-1.2	12.0	i
CN(C)S(=O)(=O)c1ccc(C(=O)N2CCC(c3nc4ccccc4o3)CC2)cc1	-9.1	-0.5	0.3	-2.0	2.1	-1.4	-1.3	-5.5	i
Cn1c(CC(=O)Nc2ccccc2)nnc1SCC(=O)c1ccccc1	-1.0	-0.7	-1.2	-1.3	-0.2	-11.0	-10.8	-62.5	i

Continuation:
SMILES	FAS-TE inh	MsrA inhibitor	Tb MetRS inh	CSN inh	Rin1-Abl PPI inh	eLon inh	MsrA act	MLLE-PAM2 inh	Neddylation inh
CCOC(=O)N1CCN(C(=O)Nc2ccc3nccnc3c2)CC1	-10.6	0.8	-0.8	-2.1	-2.9	-1.1	-9.6	-2.4	i
Cc1c(N(C)S(=O)(=O)c2cccc(C(=O)NCc3cccnc3)c2)c(=O)n(-c2ccccc2)n1C	-4.6	0.5	-0.1	-2.1	2.4	-5.0	-2.2	-82.8	i
Cc1c(CCOC(=O)c2ccc([N+](=O)[O-])cc2)sc[n+]1CC(=O)c1ccccc1	32.7	0.3	-0.1	-6.1	0.7	-6.0	-0.7	31.3	i
Cc1ccc(C(C)C)cc1OCCn1cncn1	-3.9	0.3	-0.2	3.5	3.3	-6.5	-4.6	7.8	i
CCCN(CCC)C(=O)c1ccccc1C(=O)N(CCC)CCC	-7.1	-1.3	0.5	5.0	0.7	4.4	-1.8	8.5	i
O=C(COC(=O)c1ccc(N2CCCC2=O)cc1)c1ccc(OC(F)F)cc1	4.7	1.4	-0.1	3.0	0.1	-5.1	-3.4	2.1	i
Cc1c(NC(=O)Nc2ccc(C(C)(C)C)cc2)c(=O)n(-c2ccccc2)n1C	-1.8	-1.1	-0.6	7.8	4.2	-12.4	-4.6	-9.8	i
O=C(Nc1ccc(C(=O)NCCCN2CCN(c3ccc(F)cc3)CC2)cc1)C1=CSCCO1	-3.9	1.9	-1.2	2.4	0.0	5.0	-8.4	-3.1	i
CCCCCn1c(SC(C)C(C)=O)nc2c1c(=O)[nH]c(=O)n2C (stereo not drawn)	-7.4	0.6	-0.8	3.3	0.0	-8.2	-9.9	2.1	i
O=C(c1ccco1)N1CCN(/C(=N/S(=O)(=O)c2cccs2)c2ccccc2Cl)CC1	-4.1	-0.2	-0.7	-2.2	-2.6	-2.2	7.0	13.6	i
O=C(c1cccc(S(=O)(=O)N2CCOCC2)c1)N(CCc1ccccc1)Cc1ccccc1	21.5	-0.6	-0.2	-0.5	2.7	1.8	-2.5	-0.3	i
CCOc1ccc(S(=O)(=O)NCc2cccs2)cc1	-2.4	-1.8	-0.6	-1.2	2.7	-4.0	-2.3	-6.9	i
O=C1NCCN1C(=O)N(c1ccccc1)c1ccccc1	-9.0	-1.2	-0.2	-4.2	2.6	-3.6	0.2	6.9	i
CC(=O)N(Cc1cc(=O)[nH]c2ccccc12)c1ccccc1C	-7.9	0.6	-0.7	2.7	1.0	5.6	-1.9	-3.4	i
CNC(CC(C)C)C(=O)NC1C(=O)NC(CC(N)=O)C(=O)NC2C(=O)NC3C(=O)NC(C(=O)NC(C(=O)O)c4cc(O)cc(O)c4-c4cc3ccc4O)C(O)c3ccc(c(Cl)c3)Oc3cc2cc(c3OC2OC(CO)C(O)C(O)C2OC2CC(C)(N)C(O)C(C)O2)Oc2ccc(cc2Cl)C1O (stereo not drawn)	-2.6	-0.9	-0.6	2.3	-2.3	-12.3	2.6	14.5	i
O=C(OCC(=O)N1CCOCC1)c1ccc(N2CCOCC2)c([N+](=O)[O-])c1	0.6	-0.1	-0.6	-3.0	-9.2	-2.2	-2.8	2.7	i
O=C(Oc1cccc([N+](=O)[O-])c1)N1CCCCC1	4.6	0.2	-0.6	0.0	0.0	3.4	-1.7	-2.5	i
Cc1ccc(-n2c(C)cc(C(=O)OCC(=O)N3CCOCC3)c2C)cc1	-0.3	0.7	0.0	1.4	-3.9	1.3	-0.4	3.4	i
CCN1CCCC1CNCc1cc(OC)c(OC)c(OC)c1 (stereo not drawn)	-0.7	0.2	-4.8	0.5	-3.5	0.4	1.1	3.6	i
O=C(NN=Cc1cc([N+](=O)[O-])ccc1O)c1cccc2ccccc12	42.3	1.0	-0.2	-1.0	-1.1	2.0	0.8	9.8	i
NCC12CC3CC(CC(O)(C3)C1)C2	-10.0	0.0	0.1	-2.1	4.9	-1.2	-4.0	9.8	i
CCCCC(=O)N1C/C=C\[C@H](c2ccc(OC)cc2)N(Cc2ccc(F)cc2)C(=O)[C@@H]1C	18.1	0.6	0.7	11.3	4.7	13.2	-0.3	-3.0	i
COc1ccc(Nc2cc(Cl)ccc2C(=O)O)cn1	-7.2	2.1	-0.2	-8.9	0.6	12.8	-3.4	41.8*	i
CN1C(=O)[C@@H]2[C@@H]3C[C@@H]([C@H]4ON=C(c5ccc(Cl)cc5Cl)[C@@H]34)[C@@H]2C1=O	-4.9	0.8	-0.8	-18.9	2.8	-16.2	-9.2	11.2	i
COc1ccc(C2/C=C\CN(Cc3ccco3)CC(=O)N2Cc2ccc(F)cc2)cc1 (stereo not drawn)	9.7	0.7	-0.3	2.8	3.3	-16.8	-2.0	-1.3	i

Next structures follow.
SMILES	FAS-TE inh	MsrA inhibitor	Tb MetRS inh	CSN inh	Rin1-Abl PPI inh	eLon inh	MsrA act	MLLE-PAM2 inh	Neddylation inh
CN=Cc1c(NC)nc2c(C)cccn2c1=O	-2.2	-0.1	-0.1	1.8	-0.8	-3.9	-3.8	-6.5	+
Cc1cccc2sc(NC(=O)c3ccc(Cl)s3)nc12	3.9	0.5	0.0	-3.0	-3.0	9.7	-3.7	3.0	·
O=C(Nc1cccc(Cl)c1Cl)c1ccccc1OCC(=O)N1CCOCC1	1.7	-0.3	0.1	-2.2	2.4	-1.5	-0.5	3.6	i
S=C(Nc1ccc(Cl)cc1Cl)Nn1cnnc1	-5.3	-0.8	-2.0	5.5	2.3	-4.2	-1.3	15.2	i
COc1c(Br)cc([N+](=O)[O-])c(OC)c1C(=O)NC(=O)Nc1nc(C)cc(C)n1	4.1	0.7	-0.7	-3.2	-1.5	-6.6	-3.4	-8.0	i
COC(=O)c1cc(OC)nc2ccc(Br)cc12	0.1	-0.1	0.5	2.3	4.4	0.1	-1.0	4.5	i
CC(C)(C)c1ccc(C2C(C(=O)c3ccco3)=C(O)C(=O)N2CC2CCCO2)cc1 (stereo not drawn)	15.8	-0.7	-0.2	1.8	1.2	0.3	-3.7	-3.0	i

Bioassay records from PubChem BioAssay.
